# Tb PGK inh = qHTS Assay to Find Inhibitors of Phosphoglycerate Kinase; Potency, µM (titrated, usually from 57.5 µM), inactives show top-dose activity change, negative = inhibition, usual class: inhibitors; 0.043% of 380,000 active; Phosphoglycerate kinase, glycosomal (Trypanosoma brucei brucei), P07378; PGK/GAPDH coupled, Kinase-Glo luminescence, 60 min; note: % is set by controls: 0 for no effect and ±100 for the full control effect; nearly all actives have a fitted effect of over 60% in size
#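 Recombinant glycosomal PGK reaction used 1,3-bisphosphoglycerate generated in-well by GAPDH (100nM final) in 100mM TEA pH 7.6, 5mM MgCl2, 0.01% Tween-20. After 60 minutes at room temperature, ATP was read by Kinase-Glo Plus luminescence end-point.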
# GLS inhibitor = qHTS for Inhibitors of Glutaminase (GLS); Glutaminase kidney isoform, mitochondrial (Homo sapiens), O94925; Potency, µM (doses to about 45.5 µM), without a hit: top-dose activity change, negative = inhibition, actives largely listed as inhibitors; 0.21% of 410,000 active; GLS enzymatic activity, qHTS titration; note: % is set by controls: 0 for no effect and ±100 for the full control effect
#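 Read-out is an Amplex red fluorescence increase coupled through glutamate oxidase and HRP, measured before and after 30 min room-temperature incubation. hKGA is in 45 mM KH2PO4 (pH 8.2) with 0.02% Tween-20; glutamine added as 1mM solution.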
# Pin1 inh = qHTS Assay to Find Inhibitors of Pin1 | AID 504891, 2011 | Peptidyl-prolyl cis-trans isomerase NIMA-interacting 1 (Homo sapiens), Q13526 | 0.009% of 390,000 active | Potency, µM (series often up to 115 µM), without a hit: top-dose activity, negative = inhibition, usual class: inhibitors | Pin1 FP peptide displacement, HiFluor488, 10 min; active = well fitted inhibition curve with a large enough effect in the polarisation, with a control signal flat, not every such curve was filed as active; inconclusive = small, poorly fitted or top-dose-only effect, or effect the other way, or a change in a side signal; inactive = no such curve, though single readings can be large or run the other way; the % refers to the polarisation; note: % is set by controls: 0 for no effect and ±100 for the full control effect
# Target sequence (Q13526 whole entry, looked up): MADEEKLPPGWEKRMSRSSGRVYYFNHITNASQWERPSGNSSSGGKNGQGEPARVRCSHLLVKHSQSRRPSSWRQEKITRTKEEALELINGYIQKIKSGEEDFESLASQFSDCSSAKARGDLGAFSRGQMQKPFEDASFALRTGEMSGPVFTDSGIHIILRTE
# rTrxR1 inhibitor = qHTS Assay for Inhibitors of Mammalian Selenoprotein Thioredoxin Reductase 1 (TrxR1): qHTS; Thioredoxin reductase 1, cytoplasmic (Rattus norvegicus), O89049; 1% of 390,000 active; recombinant rTrxR1, NADPH fluorescence consumption, selenite substrate; Potency, µM (titrated, usually from 114 µM), inactives show at the highest dose activity change, negative = inhibition, hits mostly inhibitors; note: % is set by controls: 0 for no effect and ±100 for the full control effect; nearly all actives have a fitted effect of over 65% in size
#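 Rat TrxR1 (90 nM in the dispensed reagent) was pre-reduced with 400 uM NADPH for 5 min at room temperature, then incubated with compound for 15 min. After 400 uM selenite was added, NADPH fluorescence (Ex 340/Em 450 nm) was followed for 8 min.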
# ERG-DNA inh = qHTS for Small Molecule Inhibitors of the ERG Ets/DNA interaction; Transcriptional regulator ERG (Homo sapiens), P11308; Potency, µM (titrated, usually from 76.9 µM), for the others: top-dose FP activity, negative = inhibition, usual class: inhibitors; fluorescence polarization, His-ERG Ets domain / labelled DNA; 0.028% of 370,000 active; active = well fitted inhibition curve with a large enough effect in the polarisation, with a control signal flat; inconclusive = small, poorly fitted or top-dose-only effect, or effect the other way, or a change in a side signal; inactive = no such curve, though single readings can be large or run the other way; the % refers to the polarisation;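 note: polarization taken with two DNA probes labelled with fluorescein and Texas red; % of control where 0% means no effect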
# Target sequence (P11308 whole entry, looked up, the tested form may be a part): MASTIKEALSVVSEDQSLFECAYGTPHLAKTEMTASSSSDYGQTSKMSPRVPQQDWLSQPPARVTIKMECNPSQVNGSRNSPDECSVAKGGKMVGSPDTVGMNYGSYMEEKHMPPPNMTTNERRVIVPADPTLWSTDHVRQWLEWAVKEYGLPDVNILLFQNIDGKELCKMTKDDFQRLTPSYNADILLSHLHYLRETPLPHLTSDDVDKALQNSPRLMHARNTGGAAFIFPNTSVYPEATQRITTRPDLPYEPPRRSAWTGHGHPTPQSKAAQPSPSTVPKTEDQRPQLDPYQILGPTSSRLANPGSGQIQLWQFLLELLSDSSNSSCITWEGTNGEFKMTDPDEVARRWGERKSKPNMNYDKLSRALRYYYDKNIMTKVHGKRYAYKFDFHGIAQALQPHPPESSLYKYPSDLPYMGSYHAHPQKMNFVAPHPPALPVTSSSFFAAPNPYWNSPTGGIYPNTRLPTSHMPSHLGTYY
#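 His-tagged ERG Ets domain (1 uM in the protein solution; 300mM KCl, 50mM Tris-HCl, 1mM EDTA, 1mM DTT, pH 7.5) received compound, then a probe mix of 5 nM fluorescein-DNA and 100nM Texas-615-DNA. Fluorescence polarization was read for both dyes.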
# RGS4 inh = Inhibitors of Regulator of G Protein Signaling (RGS) 4: qHTS; Potency, µM (doses to about 114 µM), for the others: at the highest dose activity change, negative = inhibition, most hits filed as inhibitors; AID 504845, 2011; Regulator of G-protein signaling 4 (Homo sapiens), P49798; Transcreener GDP fluorescence polarization, RGS4-accelerated GTP hydrolysis; 0.039% of 390,000 active; note: % is set by controls: 0 for no effect and ±100 for the full control effect; nearly all actives have a fitted effect of over 75% in size; some results filed as inactive show a strong effect at the top dose
# Target sequence (P49798 whole entry, looked up): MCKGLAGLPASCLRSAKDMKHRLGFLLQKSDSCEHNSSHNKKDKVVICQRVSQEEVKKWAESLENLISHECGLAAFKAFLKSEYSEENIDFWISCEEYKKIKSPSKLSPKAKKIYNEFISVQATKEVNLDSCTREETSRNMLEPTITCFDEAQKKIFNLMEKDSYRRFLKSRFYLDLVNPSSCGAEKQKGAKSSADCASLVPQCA
#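 MLSMR compounds (23 nl, pin-transferred) preincubated 10 min at room temperature with a 500nM (2x) first reagent, then RGS4 at 900nM (2x) plus Transcreener GDP mix added; fluorescence polarization (620/688 nm) read before and after 90 min at 30 °C.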
# ALOX12 inh = Primary qHTS assay for inhibitors of human arachidonate 12S-lipoxygenase (ALOX12): Round 2 | purified 12hLO, xylenol orange hydroperoxide absorbance | AID 1671190, 2021 | 1.1% of 580,000 active | Polyunsaturated fatty acid lipoxygenase ALOX12 (Homo sapiens), P18054 | Potency, µM (top dose mostly 108 µM), inactives show at the top dose activity change, negative = inhibition, actives largely listed as inhibitors; note: % is set by controls: 0 for no effect and ±100 for the full control effect
#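 Purified human 12hLO at 150 nM in 25 mM Hepes, 0.01% Triton X-100, pH 7.0, preincubated 15 min at room temperature with compound. Reaction started with 40 uM arachidonic acid, 30 min at room temperature. Hydroperoxide measured by Fe-xylenol orange, 573/405 nm absorbance ratio.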
# HP1b chromo inh = HTS for Inhibitors of HP1-beta Chromodomain Interactions with Methylated Histone Tails | AlphaScreen HP1-beta / biotin-H3K9me3 peptide binding | Potency, µM (series often up to 114 µM), for inactives: top-dose activity change, negative = inhibition, actives largely listed as inhibitors | 0.56% of 390,000 active; note: nearly all actives have a fitted effect of over 70% in size; inactives centre near 23
# Target sequence (P83916 whole entry, looked up): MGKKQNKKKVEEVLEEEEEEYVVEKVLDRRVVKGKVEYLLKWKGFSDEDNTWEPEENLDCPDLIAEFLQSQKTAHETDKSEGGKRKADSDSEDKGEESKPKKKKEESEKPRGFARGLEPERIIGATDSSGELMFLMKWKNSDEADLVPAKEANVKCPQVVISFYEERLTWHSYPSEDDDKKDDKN
#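 HP1-beta protein (50 nM final) preincubated 30 min at room temperature with biotinylated H3(1-18)K9me3 peptide (50 nM) in PBS pH 7.4, 0.01% Tween-20, then compound added for 30 min. AlphaScreen streptavidin donor/nickel chelate acceptor beads (10 ug/mL final), 30 min dark, luminescence read.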
# JMJD2A Tudor = qHTS Assay for Inhibitors of JMJD2A-Tudor Domain | Lysine-specific demethylase 4A (Homo sapiens), O75164 | AlphaScreen JMJD2A-Tudor / H3K4me3 peptide binding | Potency, µM (top dose mostly 114 µM), for inactives: top-dose activity change, negative = inhibition, actives largely listed as inhibitors | 4.4% of 390,000 active | AID 504339, 2011; note: % is set by controls: 0 for no effect and ±100 for the full control effect; nearly all actives have a fitted effect of over 50% in size
# An asterisk follows results filed as active; i = inactive; u = inconclusive; x = not tested or not shown; [ ] = dose if it differs, or a comment. Unless noted, calls come from the whole dose curve; as a rule, active = well fitted curve in the direction sought with a large enough effect; inconclusive = small, poorly fitted or top-dose-only effect, or another doubt; inactive = no such curve, though single readings can be large; an effect the other way counts as inactive or inconclusive. Potency is the fitted concentration of half-maximal effect. Not all compounds are listed, so the mix of outcomes need not match the whole.
molecule	Tb PGK inh	GLS inhibitor	Pin1 inh	rTrxR1 inhibitor	ERG-DNA inh	RGS4 inh	ALOX12 inh	HP1b chromo inh	JMJD2A Tudor
COc1ccc(N2CCN(C(=O)c3sc4ncn(CC(=O)N5CCCCC5)c(=O)c4c3C)CC2)cc1	-0.8%	32.8%[activator]	-9.2%	6.0%	-4.9%	3.5%	-12.1%	17.5%	-18.1%
Cc1cccc(NC(=O)c2ccc(-c3nc(CSc4ccccc4)c(C)o3)cc2)c1C	-4.3%	-1.1%	10.3%	-0.9%	2.1%	8.8%	-30.9%	26.9%	-19.3%
COc1ccc(CNC(=O)c2cnc(N3CCCC3)nc2C)c(OC)c1	x	-2.3%	-0.8%	12.9%[57.1 µM]	2.1%	9.4%	-15.8%	4.2%	-13.9%
Cn1cccc1Cc1nnc(SCC(=O)Nc2ccc3c(c2)OCO3)n1CCc1ccccc1	-9.7%	0.7%	3.1%	12.3%[57.1 µM]	-27.2%	-34.8%	380.0%[activator]	u	u
O=C(NC(=S)Nc1c(F)cc(F)cc1Br)c1ccc2c(c1)OCCO2	-7.4%	4.2%	-1.1%	-33.6%	7.5%	-32.0%	u	13.8%	-16.8%
COc1cc(-c2nc(Cn3nnc(C(=O)Nc4ccc(C)cc4C)c3C)c(C)o2)cc(OC)c1OC	u	-0.9%	6.1%	-4.5%	4.6%	3.2%	-5.7%	10.0%	-6.8%
CC1CCN(C(=O)COC(=O)c2ccc3c(c2)C(=O)N(Cc2ccco2)C3=O)CC1	8.8%	-5.5%	0.5%	-8.1%	8.4%	-0.9%	-8.5%	28.3%	-13.9%
CCOc1cc(C(=O)Nc2ccc([N+](=O)[O-])cn2)cc(OCC)c1OCC	1.6%	9.7%	4.2%	-10.0%[57.1 µM]	13.4%	-4.0%	-15.3%	16.9%	-10.5%
Cc1nc(COC(=O)c2ccc(S(=O)(=O)N3CCCC3)cc2)cs1	-0.3%	13.7%	-1.7%	13.8%[57.1 µM]	18.5%	8.7%	0.0%	69.0%[activator]	0.9%
CCOc1ccc(S(=O)(=O)N2CCN(c3ccc(C)cc3C)CC2)c2ccccc12	-3.3%	2.8%	14.7%	5.9%	2.9%	-3.8%	0.0%	42.9%[activator]	2.6%
Cc1c(Oc2ccc(C(F)(F)F)cc2[N+](=O)[O-])ccc2c3c(c(=O)oc12)CCC3	0.3%	-0.4%	-0.9%	-8.3%	4.0%	18.6%	-11.1%	-5.4%	u
CC1(C(=O)OCC(=O)Nc2cc(S(=O)(=O)N3CCOCC3)ccc2Cl)CC1(Cl)Cl (configuration not stated)	2.5%	3.0%	-1.0%	20.8%	3.2%	-3.7%	36.8%	53.5%[activator]	-5.1%
Cc1ccc(CNc2nc3ccccc3c3nc(-c4cccc(C)c4)nn23)cc1	-3.3%	0.3%	-0.1%	14.3%	-4.8%	-2.9%	-10.4%	49.7%[activator]	18.5%
CN(CC(O)COc1ccc(OCC(O)CN(C)C2CCCCC2)cc1)C1CCCCC1 (configuration not stated)	-1.4%	16.1%	-5.2%	1.2%[57.1 µM]	0.2%	-18.3%	10.5%	19.6%	-11.0%
C=CCN(CC=C)C(=O)c1ccccc1NC(=O)c1ccccc1C	-6.2%	-1.6%	-9.4%	13.7%[57.1 µM]	2.7%	-20.6%	93.6%[activator]	37.8%	-16.2%
Cc1ccc(SCC(=O)Nc2cccc(-c3nc4cc(Cl)ccc4o3)c2C)cc1	x	2.4%	71.6%[activator]	36.5%[activator]	1.2%	8.9%	-19.1%	32.7%	-11.3%
Cn1c(N)c(S(=O)(=O)N2CCN(c3ccccc3F)CC2)c(=O)n(C)c1=O	2.7%	1.5%	1.9%	-1.3%	-7.1%	-29.8%	-1.2%	17.8%	-1.5%
CCOC(=O)C1C(c2cccc(Cl)c2Cl)NC(=O)NC1(O)C(F)(F)F (configuration not stated)	-3.4%	-3.3%	4.1%	24.2%	-3.5%	6.6%	u	10.5%	-8.2%
Cc1ccc(NC(=O)CNCc2ccc(Cl)cc2Cl)cc1S(=O)(=O)N(C)C	-2.5%	-7.9%	-1.3%	-4.1%	-5.7%	-21.4%	u	35.5µM*	20µM*
COCCNC(=O)C1CC(=O)N(c2ccc(F)c(Cl)c2)C1 (configuration not stated)	-11.8%	-3.8%	-9.4%	1.4%	-15.9%	-2.5%	7.8%[57.4 µM]	33.4%[activator]	-20.0%
CC1Cn2c(nc3sc4c(c3c2=O)CCC4)N1CCO (configuration not stated)	-8.5%	5.7%	-13.1%	-9.2%	-1.5%	-13.7%[56.9 µM]	u	36.6%	-8.4%[57.1 µM]
O=C(NNS(=O)(=O)c1ccccc1[N+](=O)[O-])c1cccnc1	8.6%	35.6%[activator]	-12.4%	0.6%	-9.2%	-29.5%[11.4 µM]	-5.8%	6.7%	4.4%[11.4 µM]
Cc1nnc(C)n1/N=C/c1ccc(C(C)C)cc1	-6.5%	3.5%	-12.8%	18.7%	x	-2.0%	4.8%	24.8%	-2.8%
Cc1ccn2c(C(=O)NNC(=O)Nc3ccc(Cl)cc3)c(C)nc2c1	-2.5%	15.1%	-7.5%	34.0%[activator]	-3.8%	13.2%	-5.3%	25.2%	-2.8%
N#Cc1ccc(C(=O)Nc2nc3ccccc3[nH]2)cc1	-14.0%	1.1%	1.0%	13.5%	0.5%	-9.1%	-11.9%	21.3%	-19.3%

# Following part
molecule	Tb PGK inh	GLS inhibitor	Pin1 inh	rTrxR1 inhibitor	ERG-DNA inh	RGS4 inh	ALOX12 inh	HP1b chromo inh	JMJD2A Tudor
O=C(NCCc1ccccc1)c1cc(-c2ccc(Cl)cc2)on1	i	-6.2%	-0.7%	5.2%	-2.5%	-11.1%	-22.3%	36.4%	-16.4%
CCc1ccc(NC(=O)Cn2c(=O)n(CCCC(=O)NCc3ccc4c(c3)OCO4)c(=O)c3ccccc32)cc1	i	u	5.0%	3.3%	6.3%	-14.0%	-17.0%	14.5%	-14.0%
COc1ccc(/C=C/c2nc(S(=O)(=O)c3ccccc3)c(N(C)C)o2)cc1OC	-3.0%	0.3%	4.8%	24.5%	4.0%	21.3%	-0.4%	5.4%[57 µM]	-5.3%
Nc1nc(NCC(=O)O)nc(NC2CCCCC2)c1[N+](=O)[O-]	-2.8%	-3.7%	-1.9%	-2.9%	-13.6%	17.4%	8.5%	22.4%	-2.1%
COc1ccc(-n2ncc3c(NCc4ccccn4)ncnc32)cc1	-2.8%	3.3%	-1.7%	-6.8%	1.5%	-15.5%	u	11.0%	14.1µM*
Cc1ccc2cccc(NC(=O)c3ccc(-c4cccc(Cl)c4)o3)c2n1	7.4%	1.7%	-0.2%	20.5%	-10.7%	32.9%	-18.9%	13.4%	-0.7%
CC(C)c1ccc(N2C(=O)CS(=O)(=O)C23C(=O)N(Cc2cccc(F)c2)c2ccccc23)cc1 (configuration not stated)	-7.8%	-10.4%	3.2%	32.7%	11.1%	-21.9%	-18.4%	-5.5%	-29.1%
Cc1ccc(O)c(C=Nc2cc(C)ccc2O)c1	-3.8%	u	14.1%	u	3.3%	-9.0%	x	14.6%	-24.1%
O=C1CCc2ccc(NS(=O)(=O)c3ccc(F)cc3)cc2N1	i	-2.1%	-2.0%	12.5%[57.1 µM]	11.7%	-20.2%	-0.5%	22.0%	-4.9%
COc1ccc(N(CC(=O)NCc2cccnc2)S(=O)(=O)c2ccc(C)c([N+](=O)[O-])c2)cc1	-4.2%	-0.4%	-9.5%	1.6%[57.1 µM]	-1.7%	-10.6%	-0.2%	-17.3%	-19.4%
O=C(CCc1ccccc1Cl)Nc1cc2c(cc1C(=O)O)OCCCO2	-0.7%	-0.5%	0.2%	26.4%	-1.5%	10.5%	-8.8%	16.2%	u
CC(/C=N/NC(=O)CSc1nc(C)cc(C)n1)=C\c1ccccc1	-13.5%	1.4%	u	-14.9%	3.4%	22.6%	-0.2%	11.0%	-19.2%
Cc1cc(C)cc(NC(=S)N2C3CCCC2CC(NC(=O)C2CC2)C3)c1 (configuration not stated)	-1.5%	-6.8%	-0.1%	23.2%[57.1 µM]	-11.6%	1.8%	-2.5%	6.6%	-4.2%
Cc1ccc(C)c(NC(NC(=O)c2ccccn2)C(Cl)(Cl)Cl)c1 (configuration not stated)	4.7%	10.9%	3.1%	-8.2%	-4.1%	24.1%	-2.7%	30.5%	-17.2%

# High-throughput results (PubChem BioAssay)
